Bioassay records from PubChem BioAssay.
SW480 rerep: A quantitative high throughput screen for small molecules that induce DNA re-replication in SW480 colon adenocarcinoma cells; AID 624297, 2012; SW480 DNA re-replication, Hoechst DNA content imaging, 48 h; 340,000 compounds, 1.8% hits; Potency, µM (series often up to 46.1 µM), for inactives: at the highest dose re-replication activation, actives largely listed as activators; note: potency is the fitted concentration of half-maximal effect; % of control where 0% means no effect; nearly all actives have a fitted effect of over 55% in size
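Treated cells incubate 48 hr (37 C, 5% CO2), are stained 40 min with Hoechst, and nuclear fluorescence is enumerated; a rise in nuclei with high DNA signal marks re-replication.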
D3 antag: qHTS of D3 Dopamine Receptor Antagonist: qHTS; max response, negative = inhibition, %; 360,000 compounds, 2.5% hits; D3R cells, DiscoveRx beta-arrestin luminescence, antagonist mode; hits give low values; in the data active = max response below about -50%; inconclusive = no clear call, values can overlap the other calls; note: % is set by controls: 0 for no effect and ±100 for the full control effect; mostly tested at two doses, the higher about 12 µM
Target sequence (P35462 whole entry, looked up): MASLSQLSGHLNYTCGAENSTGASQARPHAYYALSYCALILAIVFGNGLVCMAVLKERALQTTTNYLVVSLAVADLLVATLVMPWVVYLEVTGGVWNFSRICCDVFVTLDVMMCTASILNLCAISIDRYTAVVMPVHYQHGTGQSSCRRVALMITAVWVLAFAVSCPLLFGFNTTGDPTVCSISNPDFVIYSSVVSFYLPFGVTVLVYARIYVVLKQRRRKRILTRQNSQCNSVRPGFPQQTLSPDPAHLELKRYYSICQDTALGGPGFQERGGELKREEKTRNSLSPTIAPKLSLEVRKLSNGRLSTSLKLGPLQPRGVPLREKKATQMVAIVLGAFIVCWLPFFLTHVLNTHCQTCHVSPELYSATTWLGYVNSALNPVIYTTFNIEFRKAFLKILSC
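Cells expressing the human receptor were seeded at 1500 cells/well, incubated overnight at 37 degrees C in 5% CO2, then exposed to library compounds with dopamine controls for 90 minutes at 37 degrees C before luminescent detection.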
IL-1B inflam inh: qHTS for Inhibitors of Inflammasome Signaling: IL-1-beta AlphaLISA Primary Screen | 360,000 compounds, 4.7% hits | THP-1 LPS/ATP IL-1B secretion, AlphaLISA, 16 h; hits give low values | activity change, % at 57.5 µM; in the data active = activity change below about -50%; inconclusive = mostly about -30% to -49%; note: % is set by controls: 0 for no effect and ±100 for the full control effect
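Secreted IL-1B measured by AlphaLISA bead assay after 16 h compound exposure of THP-1 cells; compounds (final up to 57.5 uM) added 1 h before LPS (250 ng/mL) and ATP (1.25 mM) stimulation; lower signal means less secretion.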
GLP1R ag: qHTS of GLP-1 Receptor Agonists. 380,000 compounds, 0.007% hits. AID 624172, 2012. Potency, µM (series often up to 45.6 µM), for inactives: at the top dose activation, usual class: activators. Glucagon-like peptide 1 receptor (Homo sapiens), P43220. HEK293 GLP-1R CRE-luciferase, luminescence, 4-6 h; cells express a hypersensitive GLP-1R form; note: potency is the fitted concentration of half-maximal effect; % of control where 0% means no effect
Target sequence (P43220 whole entry, looked up): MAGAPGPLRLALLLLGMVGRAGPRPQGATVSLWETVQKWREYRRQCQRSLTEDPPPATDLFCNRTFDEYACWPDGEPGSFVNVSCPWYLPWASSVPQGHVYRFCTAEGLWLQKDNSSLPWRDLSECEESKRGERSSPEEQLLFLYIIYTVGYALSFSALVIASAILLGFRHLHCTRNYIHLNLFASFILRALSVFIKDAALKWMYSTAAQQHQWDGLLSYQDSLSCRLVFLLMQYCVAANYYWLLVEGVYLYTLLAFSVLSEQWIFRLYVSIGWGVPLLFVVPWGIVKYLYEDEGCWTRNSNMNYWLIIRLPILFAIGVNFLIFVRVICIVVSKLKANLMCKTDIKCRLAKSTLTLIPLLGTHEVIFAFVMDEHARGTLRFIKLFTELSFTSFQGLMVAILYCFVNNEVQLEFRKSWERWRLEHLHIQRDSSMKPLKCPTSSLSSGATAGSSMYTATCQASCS
KB-V1 MDR tox: qHTS assay for MDR1-selective chemotherapeutics: Primary screen using the drug-selected MDR subline cells KB-V1 | KB-V1 MDR cells viability, CellTiter-Glo, 72 h | Potency, µM (highest dose often 46.1 µM), for the others: at the highest dose activity change, negative = cytotoxicity, usual class: cytotoxic | 400,000 compounds, 3.4% hits; note: potency is the fitted concentration of half-maximal effect; % is set by controls: 0 for no effect and ±100 for the full control effect; nearly all actives have a fitted effect of over 60% in size
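KB-V1, DMEM (no phenol red) + 10% FBS; cpd pin-transferred, titration series; 72 h, 37 degrees C; CellTiter-Glo, luminescence. Data normalized, curve-fit.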
HT1080 IDH1KD tx: qHTS for induction of synthetic lethality in tumor cells producing 2HG: qHTS for the HT-1080-IDH1KD cell line; HT-1080 IDH1 knockdown viability, ATP luminescence, 48 h; Potency, µM (top dose mostly 46.1 µM), inactives show at the top dose activity, negative = toxicity, usual class: cytotoxic; 360,000 compounds, 2% hits; AID 686971, 2013;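 note: potency is the fitted concentration of half-maximal effect; 0% = DMSO wells and -100% = cell-free medium wells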
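Cytotoxicity counter-line: IDH1KD HT-1080, 48 h, CellTiter-Glo. Curves classed by r2, magnitude and activity.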
KB-3-1 cytotox: qHTS assay for MDR1-selective chemotherapeutics: Primary screen using the parental adenocarcinoma cell KB-3-1 | KB-3-1 viability, CellTiter-Glo ATP luminescence, 72 h | Potency, µM (titrated, usually from 46.1 µM), inactives show top-dose activity change, negative = cytotoxic, hits mostly cytotoxic | 400,000 compounds, 1.4% hits | AID 1347075, 2019; note: potency is the fitted concentration of half-maximal effect; % is set by controls: 0 for no effect and ±100 for the full control effect; nearly all actives have a fitted effect of over 60% in size
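Parental KB-3-1 adenocarcinoma cells in phenol-red-free DMEM with 10% FBS were pin-treated with compounds at several concentrations, incubated 72 h at 37 °C, and viability read by CellTiter-Glo luminescence; concentration-effect curves were fitted after normalization.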
DRD3 agonist: qHTS of D3 Dopamine Receptor Agonist: qHTS | D(3) dopamine receptor (Homo sapiens), P35462 | AID 652048, 2013 | max activation, % | D3R DiscoveRx beta-arrestin cells, luminescence, 90 min | 410,000 compounds, 0.58% hits; in the data active = max activation above about 30%; note: 0% is about no effect; mostly tested at two doses, the higher about 12 µM
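Agonist-mode cell screen: cells plated at 1500/well and incubated overnight at 37 °C, then exposed to library compounds for 90 min at 37 °C. Detection reagent was added for 30–60 min at room temperature, and luminescence was read.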
HT1080-NT tox: qHTS for induction of synthetic lethality in tumor cells producing 2HG: qHTS for the HT-1080-NT fibrosarcoma cell line | HT-1080-NT fibrosarcoma viability, CellTiter-Glo ATP luminescence, 48 h | Potency, µM (highest dose often 46.1 µM), for the others: at the top dose activity, negative = less viability, actives largely listed as cytotoxic | 360,000 compounds, 1.6% hits | AID 686970, 2013;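 note: NT is the 2HG producing partner of a matched IDH1 knockdown line; potency is the fitted concentration of half-maximal effect; 0% = DMSO-treated cells and -100% = media-only wells without cells; nearly all actives have a fitted effect of over 55% in size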
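A 48-hour cytotoxicity screen used HT-1080-NT cells plated 2 hours before compound delivery. ATP-based CellTiter-Glo luminescence measured viability, normalized to DMSO and no-cell controls.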
* hit, by the source's call; ? = inconclusive; / = not tested or not shown; & = joins results of further samples; [ ] = another dose, or the depositor's remark. Unless noted, calls come from the whole dose curve; as a rule, active = well fitted curve in the direction sought with a large enough effect; inconclusive = small, poorly fitted or top-dose-only effect, or another doubt; inactive = no such curve, though single readings can be large; an effect the other way counts as inactive or inconclusive.

| Molecule | SW480 rerep | D3 antag | IL-1B inflam inh | GLP1R ag | KB-V1 MDR tox | HT1080 IDH1KD tx | KB-3-1 cytotox | DRD3 agonist | HT1080-NT tox |
| --- | --- | --- | --- | --- | --- | --- | --- | --- | --- |
| O=C(CCCN1C(=O)/C(=C/c2cccs2)SC1=S)NNC(=O)c1ccc(F)cc1 | / | -14.1 | 0.0 | 11.5% | -5.9% | -16.1% | -2.5% | -1.4 | -18.2% |
| COc1cccc(-n2c(SCC(=O)NCCc3ccccc3)nnc2-c2ccoc2C)c1 | 6.9% | -23.4 | -25.7 | 0.1% | ? | 11.0% | -17.7% | -1.9 | 17.9% |
| CC(NC(=O)COC(=O)C1CSC2(C)CCC(=O)N12)C12CC3CC(CC(C3)C1)C2 (configuration not stated) | -5.3% | -14.6 | 10.1 | 0.8% | 12.8% | 15.0% | 31.5% | 3.3 | -4.8% |
| Cn1c(=O)[nH]c(=O)c2c1[nH]c(=S)n2CCCc1ccccc1 | 21.5% | -53.7* | 5.9 | 0.3% | 0.0% | -5.4% | 0.0% | 10.7 | -6.2% |
| O=C(CSc1ccc(-c2cccs2)nn1)N1CCCCCC1 | -4.2% | -0.9 | 0.0 | 1.4% | -6.5% | 5.1% | 3.4% | 2.7 | 2.2% |
| Cc1cc(C)cc(C(=O)NC(CC(N)=O)c2ccc(N3CCCCCC3)c([N+](=O)[O-])c2)c1 (configuration not stated) | -0.8% | 0.0 | -7.1 | -3.2% | -6.2% | 9.6% | -0.9% | -4.7 | 7.1% |
| CCOC(=O)C1(CC2CC2)CCN(C(=O)c2ocnc2C)CC1 | -2.4% | -20.0 | -0.3 | 6.2% | -0.7% | 2.7% | -0.2% | -6.0 | 15.6% |
| S=c1sc2c(Cl)ncnc2n1-c1ccccc1 | ? | -61.4* | -96.3* | -8.6% | ? | ? | ? | -5.8 | 20.6µM* |
| CN(C(=O)c1ccccc1-c1ncc[nH]1)C1CCCN(Cc2ccccc2F)C1 (configuration not stated) | 16.0% | -11.4 | -16.2 | 4.3% | -17.5% | 8.9% | -8.7% | -11.5 | 27.1% |
| CSc1nnc(C(C)(C)C)c(=O)n1/N=C/c1ccc(Cl)cc1 | ? | -11.4 | / | 0.3% | -10.4% | 26.3% | 7.4% | -12.4 | 25.7% |
| CCc1nc(SCc2ccc(C(=O)OC)o2)n[nH]1 | -5.0% | 0.0 | -4.4 | 1.1% | 3.3% | -1.7% | 5.7% | -8.2 | -2.4% |
| Cc1ccc(S(=O)(=O)CC(=O)Nc2ccc(S(=O)(=O)Nc3ccccn3)cc2)cc1 | -50.1%[inhibitor] | 5.1 | -15.8 | -1.2% | 3.6% | -2.7% | 0.7% | 6.5 | 4.5% |
| C[C@H](O)[C@@H]1C(=O)N2CCc3c([nH]c4ccccc34)[C@@H]2C[C@@H]1N(C)C(=O)c1cc(Cl)cc(Cl)c1 | / | 72.8 | -20.7 | -0.2% | 6.2% | ? | -0.8% | 0.9 | -10.0% |
| Cc1noc(C)c1COc1ccc(C(=O)Nc2ccccn2)cc1 | -6.2% | -10.9 | -15.3 | -1.4% | -15.7% | -3.5% | -4.8% | 3.7 | -6.6% |
| Cc1ccc(Oc2ncccc2CO)cc1 | ? | 13.1 | 9.0 | 3.5% | 29.6% | -5.3% | 1.5% | -2.3 | 16.3% |
| Cn1c(S(=O)(=O)O)nc2ccccc21 | ? | -14.0 | 26.2 | 0.8% | -2.0% | -2.5% | -6.6% | 2.7 | -0.1% |
| CCOC(=O)c1c(NC(=O)COC(=O)CCOc2ccc(C)cc2)sc(C(=O)N(C)C)c1C | -6.2% | 2.4 | 7.6 | 6.1% | -13.0% | 7.9% | -4.1% | 5.5 | 6.4% |
| Cc1ccc(C(=O)N2[C@@H]3CN(C)C(=O)[C@@]2(C)[C@H]2C(=O)N(Cc4ccccc4)C(=O)[C@@H]32)cc1 | 13.2% | 11.9 | 0.6 | -1.5% | 20.4% | 11.2% | 0.0% | 31.9* | 15.1% |
| Cc1nc(C(C)NC(=O)CCc2nnc(-c3ccsc3)o2)cs1 (configuration not stated) | 11.7% | 30.4 | 2.4 | -4.6% | 4.9% | 5.3% | 0.3% | 4.8 | 11.5% |
| CCOC(=O)C(CC)/C(C)=N\NC(=O)c1cccc(C)c1 (configuration not stated) | 0.2% | -10.6 | -14.9 | 4.9% | ? | 11.9% | -16.7% | -2.3 | 15.1% |
| O=C(COC(=O)c1cc(=O)[nH]c2ccccc12)Nc1ccc(F)cc1 | -20.9% | 21.0 | 8.8 | -15.8% | / | 0.2% | / | -2.8 | -2.0% |
| Cc1ccc(-c2nn(-c3ccc(F)cc3)cc2C(=O)NC2CCC(O)CC2)cc1 (configuration not stated) | 0.9% | 10.3 | -8.3 | 1.4% | -13.5% | 7.3% | 5.7% | -5.9 | -1.6% |
| CCOC(=O)C1=CCC2C(=O)N(C)C(=O)C12 (configuration not stated) | / | 0.0 | 21.8 | 1.3% | -3.6% | 9.9% | 0.0% | -11.6 | 12.7% |
| Cc1csc(/N=C/N(C)C)c1C#N | 19.1% | 2.7 | -7.5 | 3.2% | 9.5% | 1.9% | -11.4% | -6.3 | 6.3% |
| O=C(COc1ccccc1)Nc1nnc(S(=O)(=O)Nc2ccccc2)s1 | -2.7% | 0.0 | -5.1 | -3.1% | 15.6%&-5.4% | -5.9% | 1.4%&0.1% | -3.6&6.1 | -1.4% |
| CCCOc1ccc(NC(=O)OC2CCN(C)CC2)cc1 | ? | -1.4 | 4.3 | 2.2% | -29.6% | 6.1% | 24.5% | -5.7 | 0.4% |
| C[C@H](NC(=O)c1nc[nH]c1C(=O)N[C@@H](Cc1ccccc1)C(=O)OC(C)(C)C)C(=O)OC(C)(C)C | 14.6% | 2.4 | -10.8 | 2.3% | ? | ? | ? | -0.9 | ? |
| COc1cc(O)c(C(=O)O)c(CCc2ccccc2)c1 | ? | -4.8 | 22.3 | -0.4% | -5.9% | 10.2% | 0.8% | -6.4 | 0.6% |
| CC1CCCCN1CCNC(=O)c1ccc2c(=O)n(Cc3ccc(Cl)cc3)c(=S)[nH]c2c1 (configuration not stated) | ? | -9.7 | -97.3* | 6.4% | 20.4% | 23.1µM* | -16.6% | -14.5 | 20.6µM* |
| CC(C)C(=O)Nc1ccc2c(c1)nc1n2CCSC1 | -15.0% | -0.1 | -8.5 | -7.2% | -17.3% | 13.4% | 1.6% | 2.6 | 10.8% |
| CC(C)C(=O)NS(=O)(=O)c1ccc(N)cc1 | 15.0% | 5.3 | 32.4 | 4.4% | 20.6% | 2.2% | 14.9% | -0.7 | 12.9% |
| O=C1OC(Nc2ccc(Br)cn2)c2ccccc21 (configuration not stated) | -4.6% | -24.3 | -8.4 | 0.2% | 23.8% | 9.8% | -1.9% | 0.7 | 2.1% |
| CC(=O)N1CCN(C2=NC(=O)/C(=C\c3cccs3)S2)CC1 | -2.5% | 7.2 | 10.5 | 0.8% | 0.2% | 18.2% | 4.8% | 0.1 | 22.5% |
| Cc1[nH]c(C)c(S(=O)(=O)N2CCN(c3ccccc3F)CC2)c1C(=O)N1CCCCC1 | 4.6% | -24.1 | 0.0 | -4.9% | -1.0% | -11.4% | -6.8% | -4.7 | -14.3% |
| COc1ccccc1Oc1ccc2c(c1)C(=O)N(c1ccc(Br)c3cccnc13)C2=O | -2.6% | -4.6 | 4.9 | -10.0% | 4.2% | -4.0% | 5.2% | -3.8 | 8.2% |
| N#CC1c2ccccc2C=CN1C(=O)c1ccccc1 (configuration not stated) | ? | -25.7 | 46.0 | 9.7% | 7.6% | -22.8% | 4.6% | -9.4 | ? |
| O=C(O)c1cc(/C=C/c2ccc(N3CCOCC3)c([N+](=O)[O-])c2)nc2ccccc12 | -4.2% | -7.8 | 15.5 | -3.0% | -8.3% | 6.7% | -4.9% | -1.0 | 22.0% |
| NS(=O)(=O)Oc1ccccc1 | -6.1% | 12.2 | 16.4 | -6.1% | 2.2% | 10.8% | 1.6% | 10.0 | 8.3% |
| O=C1CCCc2ccc3ccccc3c21 | -4.8% | -15.1 | -13.0 | -3.3% | -10.3% | 18.5% | 0.0% | 2.0 | 18.9% |
| Cc1nc2nc(SCC(=O)NCCCN3CCCCC3)nn2c(C)c1Cc1ccccc1 | 21.3% | -15.0 | -12.8 | 12.8% | -0.9% | -1.4% | 7.0% | -17.5 | 2.0% |
| Cc1ccc(-c2csc(N3CCN(CCCn4c(-c5ccncc5)nc5ccccc54)CC3)n2)cc1 | ? | 72.2 | 3.3 | -2.8% | 18.4µM* | ? | ? | -1.1 | ? |
| CN(C)S(=O)(=O)c1ccc(C(=O)Nc2cccnc2)cc1 | -4.3% | -11.7 | -18.6 | 24.1% | -12.3% | 10.2% | 14.4% | -3.7 | 13.4% |
| COc1ccc2nc(SCC(=O)NCc3ccccc3)[nH]c2c1 | ? | 6.8 | 36.1 | -5.7% | -5.4% | -3.9% | 1.0% | 8.9 | -4.7% |

Two entries picked at random from the list so far, as already listed:
| Molecule | SW480 rerep | D3 antag | IL-1B inflam inh | GLP1R ag | KB-V1 MDR tox | HT1080 IDH1KD tx | KB-3-1 cytotox | DRD3 agonist | HT1080-NT tox |
| --- | --- | --- | --- | --- | --- | --- | --- | --- | --- |
| O=C(O)c1cc(/C=C/c2ccc(N3CCOCC3)c([N+](=O)[O-])c2)nc2ccccc12 | -4.2% | -7.8 | 15.5 | -3.0% | -8.3% | 6.7% | -4.9% | -1.0 | 22.0% |
| O=C1CCCc2ccc3ccccc3c21 | -4.8% | -15.1 | -13.0 | -3.3% | -10.3% | 18.5% | 0.0% | 2.0 | 18.9% |
